Screening results: PubChem BioAssay, several laboratories
MC4R ag barr = agonists of human melanocortin 4 receptor (MC4R) beta-arrestin; U2OS MC4R beta-arrestin complementation, luminescence; percent of melanotan II response, DMSO zero; activation, % at 8.9 µM; actives 0.98% (n = 360,000); AID 540308;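 active means activation above a per-plate cutoff, the mean activation of sample wells on that plate plus 3 SD, cut at about 8% in these data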
Target sequence (P32245 whole entry, looked up): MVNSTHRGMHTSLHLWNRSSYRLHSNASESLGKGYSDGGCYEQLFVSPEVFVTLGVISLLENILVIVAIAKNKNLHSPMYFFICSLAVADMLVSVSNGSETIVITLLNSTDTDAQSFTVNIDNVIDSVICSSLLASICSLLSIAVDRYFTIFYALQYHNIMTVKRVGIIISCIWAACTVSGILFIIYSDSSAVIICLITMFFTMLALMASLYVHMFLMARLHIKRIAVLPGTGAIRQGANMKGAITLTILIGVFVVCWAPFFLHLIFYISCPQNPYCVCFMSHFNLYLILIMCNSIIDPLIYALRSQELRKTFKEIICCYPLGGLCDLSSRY
H9c2 protect = myocardial damage modulation in H9c2 cells; H9c2 cardiomyocytes, H2O2 injury protection, ATPLite, 2 h; actives 0.63% (n = 360,000); protection from H2O2 cell death, % at 20 µM;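 active means compounds giving at least 50% protection of heart cells from peroxide-induced death in the single-dose screen, raw or plate-pattern-corrected value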;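 further: 0% = DMSO wells with peroxide and 100% = DMSO wells without peroxide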
aDG glyco act = increases alpha dystroglycan glycosylation. actives 0.22% (n = 360,000). AID 624168. activation, % at 10 µM. Pro5-aDG cells, alpha-DG glycosylation AlphaScreen (IIH6); 0% Pro5, 100% B10-LARGE cell signal;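 active means activation of at least 8% versus controls, or a plate z-score of at least 8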;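 further: Pro5 are CHO cells carrying HIG-tagged alpha-DG that lacks glycosylation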
ABCB6 inh 2 = blocks the human ABCB6 transporter | Q9NP58 | K562-ABCB6 porphyrin accumulation, flow cytometry, 1 h; active compounds read low | fluorescence ratio to DMSO, % at 10 µM | actives 0.19% (n = 360,000) | AID 602162;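 active means fluorescence ratio to DMSO below 75%, the collection mean minus 3 SD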;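 further: signal is porphyrin accumulated inside mitochondria; 100% equals median channel fluorescence of DMSO control wells; lower ratio means ABCB6 inhibition with less porphyrin fluorescence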
N-glyco inh = blocks N-linked glycosylation in D54 reporter cells | D54 ERlucT glycosylation luciferase reporter, 24 h; percent of 100 nM tunicamycin response | reporter increase, % at 12.5 µM | actives 0.23% (n = 360,000);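 active means mean luciferase reporter signal, scaled so untreated is 0 and the glycosylation-blocking control 100, at or above a set limit in every replicate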;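 further: luciferase carries N-glycosylation sites so blocking glycosylation raises the light; 0% = median of neutral control wells and 100% = median of 100 nM tunicamycin wells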
hiPSC survival = increases survival of single human iPS cells; AID 602274; survival enhancement, % at 20 µM; hiPSC single-cell survival, ATPlite luminescence; 100% = ROCK inhibitor wells, 0% = DMSO; actives 0.044% (n = 360,000); in the data active means survival enhancement above about 18%;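 further: cells exposed to compounds for 16 hours before the ATP read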
ABHD5-PLIN5 inh = ABHD5-PLIN5 protein interaction inhibition; Q00G26+Q8WTS1; Split G. princeps luciferase complementation, luminescence, 4 h; inhibition, % at 4 µM; actives 0.78% (n = 360,000); AID 602281;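 active means inhibition above the mean inhibition across every tested compound plus 3 SD, cut at about 22% in these data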;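 further: 0% = DMSO only wells and the 100% control is not disclosed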
Granule exo inh = blocks lytic granule exocytosis. inhibition, % at 10 µM. TALL-104 LAMP-1 surface exposure, flow cytometry; cells stimulated with thapsigargin and PMA. actives 0.66% (n = 360,000);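 active means inhibition above about 55%, limit read from the data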
MC4R antag cAMP = blocks human MC4R cAMP signaling; MC4R-expressing cells, MTII-stimulated cAMP, LANCE TR-FRET; P32245; actives 0.48% (n = 360,000); AID 540295; inhibition, % at 6.5 µM;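 active means inhibition above its plate's cutoff, the mean of tested wells on that plate plus 3 SD, cut at about 29% in these data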;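 further: 0% = Melanotan II alone and 100% = Melanotan II plus saturating MCL0020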
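Assay system: human MC4R-expressing U2OS cells; reagent: Melanotan II stimulation of cells; dosing: 6.5 µM single dose; timing: compound 30 min, challenge 1 h, detection 1 h; signal: TR-FRET cAMP assay; replicates: one well per compound, no replicates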
HTR2A ag = mouse HTR2A agonism via beta-arrestin recruitment | CHO-K1 mHTR2A beta-arrestin complementation, luminescence; percent of 30 µM serotonin response | activation, % at 7.6 µM | actives 0.66% (n = 360,000);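 active means activation above a run cutoff, the mean activation of all tested compounds plus 3 SD, cut at about 14% in these data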;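 further: 0% = plate median of compound wells and 100% = 30 µM serotonin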
Target sequence (P35363 whole entry, looked up): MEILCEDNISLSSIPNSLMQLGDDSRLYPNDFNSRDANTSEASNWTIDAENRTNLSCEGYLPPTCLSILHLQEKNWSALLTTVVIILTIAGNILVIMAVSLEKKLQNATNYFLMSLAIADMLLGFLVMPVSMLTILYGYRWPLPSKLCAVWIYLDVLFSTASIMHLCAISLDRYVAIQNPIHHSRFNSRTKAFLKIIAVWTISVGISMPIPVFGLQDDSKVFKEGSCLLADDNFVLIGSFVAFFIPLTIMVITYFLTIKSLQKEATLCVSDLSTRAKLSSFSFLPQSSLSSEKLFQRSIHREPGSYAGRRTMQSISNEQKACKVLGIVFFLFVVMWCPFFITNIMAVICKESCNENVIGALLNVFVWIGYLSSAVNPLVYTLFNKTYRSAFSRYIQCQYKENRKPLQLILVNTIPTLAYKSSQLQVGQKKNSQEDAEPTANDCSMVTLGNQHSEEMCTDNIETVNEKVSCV
* = called active by the depositor.

SMILES	MC4R ag barr	H9c2 protect	aDG glyco act	ABCB6 inh 2	N-glyco inh	hiPSC survival	ABHD5-PLIN5 inh	Granule exo inh	MC4R antag cAMP	HTR2A ag
C/C(=C\C(=O)c1ccccc1)Nc1ccc(Cl)c(Br)c1	-1.3	0	-0.1	94	3	1.9	3	1	-6	1
COc1ccc(OCC(=O)Nc2nc3ccc(NC(C)=O)cc3s2)cc1	-6.1	20	0.0	96	1	-0.6	-1	-8	4	-4
O=C(Nc1cccc(S(=O)(=O)N2CCCC2)c1)[C@H]1C[C@H](O)[C@@H](CO)O1	-2.4	2	0.1	92	1	1.2	2	-6	5	9
COc1cccc(CN(C)C(=O)c2cccc(S(=O)(=O)N3CCN(c4ccccc4)CC3)c2)c1OC	0.7	-16	1.0	99	-1	-0.2	-2	-1	8	7
O=C(N1CCOCC1)N1CCOCC1	-2.4	2	-0.2	102	-4	0.5	-4	-3	3	2
CCC1(CC)C(C#N)C(=O)NC(=O)C1C#N (stereo unspecified)	0.1	-4	-0.1	97	-1	-0.8	10	0	16	-1
O=C(Nc1cnn(Cc2ccc(Cl)cc2Cl)c1)c1cc(-c2cccs2)on1	21*	-7	0.2	92	-2	0.8	13	8	-1	0
CCN1C(=O)[C@H]2[C@@H](c3ccc(-c4ccc(C(C)=O)cc4)cc3)N[C@@](Cc3ccccc3)(C(=O)OC)[C@H]2C1=O	0.4	32	0.0	100	-5	2.7	3	-2	9	3
Cc1cc(C)cc(NC(=O)CSCc2cc(=O)n3ccsc3n2)c1	1.2	6	-0.1	93	1	-0.4	1	-1	0	2
Cc1ccccc1CSCC(=O)Nc1ccccc1F	0.6	-1	-0.2	95	-2	-0.4	-2	1	0	3
Cc1ccc(NC(=O)CN2CCN(C(=O)C3CCCO3)CC2)c(C)c1 (stereo unspecified)	-3.5	6	0.5	100	1	-0.4	0	0	5	-3
O=C(Nc1nncs1)c1cc(S(=O)(=O)N2CCCCC2)ccc1Cl	-0.4	-1	0.0	91	1	-0.4	-5	-8	21	5
CCCn1c(N)c(N(CCOC)C(=O)COC(=O)c2ccccc2NCCO)c(=O)[nH]c1=O	-2.6	2	-0.1	94	-3	0.4	-1	0	6	0
Cc1cccc(C)c1NC(=S)Nc1ccccc1C(=O)NCc1ccco1	-3.3	1	0.1	98	4	0.6	-6	-2	3	4
COc1ccccc1C(=O)Nc1ccc2c(c1)n(C)c(=O)n2C	-0.8	5	0.1	97	15	-0.2	0	-2	4	-2
Cc1cc2nnc(SCC(=O)N3CCOCC3)n2c2ccccc12	1.0	-1	-0.3	99	1	-0.3	-1	3	-3	4
S=c1nc(-c2cccc(Cl)c2)[nH][nH]1	-0.9	-1	-0.2	101	2	-0.2	-12	-1	4	-2
CCN(c1ccccc1)S(=O)(=O)c1cccc(C(=O)N2CCN(S(=O)(=O)c3ccccc3)CC2)c1	-1.7	14	0.2	95	-4	0.3	1	8	0	0
O=C(O[C@@H]1OC2COC(=O)c3cc(O)c(O)c(O)c3-c3c(cc(O)c(O)c3O)C(=O)O[C@@H]([C@H]1O)[C@@H]2O)c1cc(O)c(O)c(O)c1	-0.6	-1	1.3	91	-1	0.9	28*	-4	-7	3
CC(=O)NCCC(=O)Nc1cc(S(=O)(=O)N2CCCCC2)ccc1N1CCCCC1	-3.0	1	-0.1	100	3	0.2	1	3	-3	3
CCOCCCN(C(=O)c1snc(C(N)=O)c1N)C(C(=O)NC1CCCC1)c1ccc(O)cc1 (stereo unspecified)	-0.3	2	0.0	96	1	-0.3	-6	-6	17	-2
COc1ccc2oc(=O)c(C(=O)n3ccc(C)n3)cc2c1	1.4	-5	0.0	102	1	1.9	0	-1	0	-2
CCOC(=O)c1ccc(NC(=S)Nc2cccc(C)n2)cc1	22*	-6	0.5	96	-1	0.2	-9	2	1	0
CCCCNC(=S)N1CCN(Cc2ccc3c(c2)OCO3)CC1	-1.3	-2	0.1	103	-1	2.8	6	0	-1	4
COc1ccc(-c2nc(=S)[nH][nH]2)cc1OC	-3.0	27	-0.2	94	2	4.8	-9	2	1	0

The closing three records of the section above come first, to join the parts.
SMILES	MC4R ag barr	H9c2 protect	aDG glyco act	ABCB6 inh 2	N-glyco inh	hiPSC survival	ABHD5-PLIN5 inh	Granule exo inh	MC4R antag cAMP	HTR2A ag
CCOC(=O)c1ccc(NC(=S)Nc2cccc(C)n2)cc1	22*	-6	0.5	96	-1	0.2	-9	2	1	0
CCCCNC(=S)N1CCN(Cc2ccc3c(c2)OCO3)CC1	-1.3	-2	0.1	103	-1	2.8	6	0	-1	4
COc1ccc(-c2nc(=S)[nH][nH]2)cc1OC	-3.0	27	-0.2	94	2	4.8	-9	2	1	0
Nc1cc(S(=O)(=O)c2ccc(O)c(N)c2)ccc1O	-3.4	3	-0.1	93	3	1.6	4	-5	-1	4
Cc1ccc(CNC(=O)C2CCCCC2C(=O)O)cc1 (stereo unspecified)	-1.0	1	-0.1	97	4	5.1	0	2	3	6
CSC1=N/C(=C\C=C\c2cccs2)C(=O)S1	-2.5	-4	-0.1	100	3	0.7	-9	-1	4	2
O=C(c1ccc(NS(=O)(=O)c2cccc([N+](=O)[O-])c2)cc1)N1CCN(C(=O)c2ccco2)CC1	-2.7	-2	-0.1	97	1	0.4	-3	-5	3	-10
Cc1ccc(OCC(=O)N2CCCCCC2)c(C)c1	-2.0	0	0.0	104	1	-0.4	4	-2	6	4
O=S(=O)(c1ccc(Br)cc1)N1CCCN(Cc2cccc(F)c2)CC1	0.2	-6	0.3	101	-2	0.2	-3	-2	2	7
CCCCOc1ccc(C(=O)NCC(=O)OCC(=O)c2c(N)n(C)c(=O)n(C)c2=O)cc1	-2.0	-10	0.1	96	0	-0.4	-3	-1	20	1
CC(=O)c1cccc(NC(=O)C2Cc3c(-c4cccc(C(N)=O)c4)ccnc3O2)c1 (stereo unspecified)	-0.5	33	-0.2	98	0	-0.8	11	6	4	0
CCN(CC)S(=O)(=O)c1ccc2[nH]c(=O)[nH]c2c1	-2.0	1	0.0	98	0	2.3	-2	-2	4	-5
Cc1ccc(CC(=O)NCCN2CCOCC2)cc1	1.0	2	0.0	91	0	-0.4	-1	-1	-4	9
Cc1cc(=O)n2nc(N3CCCC(C(=O)NCCCN4C(C)CCCC4C)C3)sc2n1 (stereo unspecified)	0.2	8	0.1	96	0	1.6	0	6	0	3
CCCc1ccc(Oc2coc3cc(OCC(=O)Nc4ccccc4C)ccc3c2=O)cc1	22*	-1	-0.1	99	-2	1.2	-6	-8	7	1
CCc1ccccc1N(CC(=O)NC1CCCCC1)C(=O)CCC(=O)Nc1ccccn1	-0.5	-1	0.1	99	0	-0.5	-2	-2	5	4
CCC(CO)Oc1cc(NC(=O)c2ccccc2C)c2ncn(C(C)C)c2c1 (stereo unspecified)	0.6	2	-0.3	99	-2	-0.9	-8	20	2	4
Cc1ccc2c(CC(=O)OCc3cc(=O)n4c(n3)sc3ccccc34)coc2c1	-0.4	-13	0.2	96	-2	2.6	5	0	11	2
COc1ccc([C@@H]2[C@@H]3C(=O)N(C(C)(C)C)C(=O)[C@@H]3[C@]3(Cc4ccccc4)C(=O)N(c4ccccc4)C(=O)N23)cc1	-1.2	4	0.0	93	1	-1.9	0	-5	10	1
Cc1ccc(C)c(OCc2cc(C(=O)N3CCC(N4CCCC(O)C4)CC3)no2)c1 (stereo unspecified)	-0.7	-2	2.0	99	5	-0.2	5	0	-6	1
O=S(=O)(Nc1ccc(Cc2ccncc2)cc1)c1ccc(Cl)s1	-3.0	-9	0.1	103	-4	-1.0	1	0	7	-3
COc1ccc(S(=O)(=O)Nc2ccc3c(c2)C(=O)N([C@H](C)CO)C[C@H](C)[C@@H](CN(C)C(=O)Nc2ccc4c(c2)OCO4)O3)cc1	-2.4	6	0.0	96	2	0.6	4	4	2	-2
O=C(N/N=C(/c1ccccc1)c1ccncc1)c1ccc2c(c1)OCO2	-1.3	2	-0.1	97	1	-0.4	-1	43	-1	1
CCOc1ccccc1NC(=O)NCc1ccccc1	2.0	-4	0.1	102	-1	-1.8	-5	-1	10	5
O=C(CC(C(=O)O)c1ccccc1)Nc1cccc2ccccc12 (stereo unspecified)	-1.7	6	-0.2	97	1	1.8	2	-3	2	-4
O=P(CO)(Cc1ccccc1)Cc1ccccc1	-1.1	7	-0.2	97	2	1.0	1	-3	6	-3
Cc1ccc(CNC(=O)CNS(=O)(=O)c2ccc3nc(C)sc3c2)cc1	0.2	-2	-0.2	98	-1	-0.5	2	-1	1	4
Cc1ccc(S(=O)(=O)N(CC(=O)N2CCC(C(N)=O)CC2)c2cccc(C(F)(F)F)c2)cc1	-0.8	-2	0.0	116	0	-0.7	3	-3	6	-5
SMILES	MC4R ag barr	H9c2 protect	aDG glyco act	ABCB6 inh 2	N-glyco inh	hiPSC survival	ABHD5-PLIN5 inh	Granule exo inh	MC4R antag cAMP	HTR2A ag
CN1OC[C@@H]2CN(Cc3ccc(Cl)cc3)[C@H](c3cccc(Br)c3)C[C@@H]21	-0.3	-4	2.7	97	-1	-0.3	6	2	8	4
Cc1cccc(N=C(N2CCOCC2)P(=O)(N2CCOCC2)N2CCOCC2)c1	1.0	6	-0.2	105	-1	-3.4	4	-3	16	2
CN(C)S(=O)(=O)c1cc(NC(=O)COC(=O)Cc2cccc3ccccc23)ccc1Cl	-1.2	-9	-0.3	90	0	-0.1	-1	-2	7	-3
CCCCN(C(=O)Cn1nnc2ccccc21)C(C(=O)NCCOC)c1cccs1 (stereo unspecified)	-0.2	10	-0.1	98	1	-1.5	0	0	4	0
COCCCNC(=O)CNC(=O)c1nn(-c2ccc(OC)c(Cl)c2)c(=O)c2ccccc12	-1.8	6	0.0	99	-1	-0.2	2	18	0	-10
C[C@H](CO)N1C[C@H](C)[C@@H](CN(C)C(=O)OCc2ccccc2)OCc2cn(nn2)CCCC1=O	-0.3	-2	0.2	98	1	-2.4	-8	-2	19	2
FC(F)(F)c1cccc(NC(=S)NCC(c2cccnc2)N2CCOCC2)c1 (stereo unspecified)	-1.4	-3	0.2	102	1	-0.2	-1	-2	9	2
CCCCn1c(N)c(N(CCC(C)C)C(=O)c2ccccc2C)c(=O)[nH]c1=O	-2.3	4	0.1	97	2	-0.6	1	-1	5	5
CSc1nc2ccccc2cc1/C=C(\C#N)c1cccc(Cl)c1	-1.2	-17	-0.5	169	17	-4.6	-4	-1	-18	2
COc1ccc(NC(=S)NC(=O)c2cccnc2)cc1	-1.9	-3	-0.1	100	0	-0.6	5	-3	1	-7
CCOc1cc(/C=N/NC(=O)c2c(C)nc3ccc(Cl)cn23)ccc1O	0.4	8	-0.4	104	1	-1.8	1	4	3	-10
COc1ccc(CNC(=O)/C(C#N)=C2\N=C(NC(=O)c3cccs3)c3ccccc32)cc1	-1.1	10	0.2	109	3	0.9	2	7	10	4
CNC(=O)c1ccsc1NC(=O)c1ccc(S(=O)(=O)N2CCCc3ccccc32)cc1	-0.9	-19	0.1	90	-7	1.8	0	7	1	-2
